DAX1 inh-1: inhibits human nuclear receptor DAX1; P51843; HEK293 Gal4-DAX1 luciferase reporter, luminescence; inhibition, % at 6.75 µM; 340,000 compounds, 0.99% hits; AID 504766;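 active = inhibition above the mean over all tested compounds plus 3 SD, cut at about 4.2% in these data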;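 note: 0% = DAX1-transfected cells with DMSO and 100% = empty-vector control cells with DMSO; inhibition shows as a rise in luminescence from relieved DAX1 repression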
Target sequence (P51843 207-470 limits assumed): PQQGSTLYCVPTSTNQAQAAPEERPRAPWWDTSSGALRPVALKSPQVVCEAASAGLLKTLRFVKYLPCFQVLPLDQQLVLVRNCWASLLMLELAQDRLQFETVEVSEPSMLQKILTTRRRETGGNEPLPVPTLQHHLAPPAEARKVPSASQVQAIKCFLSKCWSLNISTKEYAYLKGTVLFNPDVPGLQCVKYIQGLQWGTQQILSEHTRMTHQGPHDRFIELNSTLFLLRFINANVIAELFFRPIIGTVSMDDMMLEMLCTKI
ssDAF-12 act: S. stercoralis DAF-12 activation, primary screen. HEK293 ssDAF-12/GRIP1 lit1-tk-luc reporter, luminescence; % of 3 µM dafachronic acid response. activation, % at 6.8 µM. 370,000 compounds, 1% hits. AID 652126;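 active = activation above the mean over all tested compounds plus 3 SD, cut at about 0.9% in these data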;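 note: 0% = DMSO-only wells and 100% = 3 µM delta7-dafachronic acid wells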
hcDAF12 agonist: activators of H. contortus DAF-12 nuclear receptor; activation, % at 6.8 µM; HEK293 hcDAF-12 lit1-tk-luc reporter, luminescence; 0% DMSO, 100% Δ7-dafachronic acid; 370,000 compounds, 1.4% hits; AID 652067;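 active = activation above the mean of all tested compounds plus 3 SD, cut at about 5.5% in these data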;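 note: 100% = response to 3 µM Δ7-dafachronic acid high control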
hgDAF12 agonist: agonists of H. glycines DAF-12 nuclear receptor. HEK293 GAL4-hgDAF12 UAS-luciferase reporter, agonist luminescence; normalized to butyrate control. activation, % at 6.8 µM. 370,000 compounds, 1.8% hits. AID 687014;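 active = activation above a cutoff set at the mean of all screened compounds plus 3 SD, cut at about 10% in these data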;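 note: 0% = DMSO wells and 100% = sodium butyrate wells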
ADAM17 inh: ADAM17 inhibition, QFRET primary screen | inhibition, % at 6.95 µM | recombinant ADAM17, EDANS/DABCYL FRET peptide cleavage | 370,000 compounds, 0.83% hits | AID 720648;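 active = inhibition above the mean of compounds lying between control limits plus 3 SD, set per campaign, cut at about 8.5% in these data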;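 note: 0% = DMSO-only wells as the low control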
NPR1 activator: GC-A (human) enzyme activation; P16066; HEK293 GC-A cells, cGMP TR-FRET, EC30 ANP; 0% at EC30 ANP, 100% saturating ANP; activation, % at 10 µM; 370,000 compounds, 0.14% hits; in the data active = activation above about 40%
DAX1 inh-2: blocks DAX1 repression of SF-1 activated StAR promoter | AID 652010 | inhibition, % at 6.8 µM | 370,000 compounds, 1.1% hits | HEK293T StAR-luciferase reporter, SF-1/DAX-1 repression relief;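 active = inhibition above the mean over all tested compounds plus 3 SD, cut at about 3.6% in these data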;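 note: 0% = DAX-1 cells with DMSO and 100% = cells lacking DAX-1 with DMSO; higher inhibition means more luminescence from relief of DAX-1 repression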
FXN GAA850 act: activators of GAA850 frataxin (FXN) promoter; HEK293 lucGAA850 FXN promoter luciferase reporter, 24 h; percent of 10 µM SAHA response; activation, % at 6 µM; 360,000 compounds, 0.56% hits;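 active = activation above the average of all compounds screened plus 3 SD, cutoff fixed separately per campaign, cut at about 7.5% in these data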;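 note: 0% = DMSO wells and 100% = 10 µM SAHA wells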
PG9 binder: binds the HIV-1 gp120 antibody PG9 | TR-FRET gp120-PG9 antibody binding | inhibition, % at 6.7 µM | 360,000 compounds, 0.43% hits; in the data active = inhibition above about 8.5%
SMARCA2 act: increases SMARCA2 function in MMTV reporter cells; activation, % at 9.1 µM; AID 652017; 370,000 compounds, 1% hits; MG213 cells, MMTV-luciferase reporter, dexamethasone, overnight; in the data active = activation above about 7.8%;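 note: 0% = vehicle wells and 100% = reference activator wells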
ADAM10 inh: inhibits human ADAM10. recombinant ADAM10, EDANS/DABCYL FRET peptide cleavage, 3 h. inhibition, % at 7 µM. 370,000 compounds, 0.62% hits. AID 720582;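 active = inhibition above a per-campaign cutoff equal to the mean of compounds falling between control-based bounds plus 3 SD, cut at about 20% in these data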;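 note: 0% = DMSO wells while the 100% control is not disclosed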
Target sequence (O14672 214-748 limits assumed): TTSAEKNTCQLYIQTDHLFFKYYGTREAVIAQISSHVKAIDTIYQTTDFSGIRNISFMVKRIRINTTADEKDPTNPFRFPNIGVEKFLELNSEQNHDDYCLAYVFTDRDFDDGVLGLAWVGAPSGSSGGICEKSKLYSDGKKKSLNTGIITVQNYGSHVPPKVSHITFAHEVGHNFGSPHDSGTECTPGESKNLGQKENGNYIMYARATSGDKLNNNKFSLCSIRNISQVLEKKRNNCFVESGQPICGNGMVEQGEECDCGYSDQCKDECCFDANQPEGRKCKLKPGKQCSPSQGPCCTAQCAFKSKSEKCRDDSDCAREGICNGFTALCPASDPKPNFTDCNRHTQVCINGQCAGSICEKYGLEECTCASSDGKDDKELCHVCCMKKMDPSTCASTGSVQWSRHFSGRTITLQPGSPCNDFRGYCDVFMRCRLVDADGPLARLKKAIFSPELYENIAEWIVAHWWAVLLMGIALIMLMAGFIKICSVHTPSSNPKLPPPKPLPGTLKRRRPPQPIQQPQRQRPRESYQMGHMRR
Active calls of the source: *; x = no result given. An unsorted share of the library. About 6.8% of those tested had a hit in this group.

SMILES	DAX1 inh-1	ssDAF-12 act	hcDAF12 agonist	hgDAF12 agonist	ADAM17 inh	NPR1 activator	DAX1 inh-2	FXN GAA850 act	PG9 binder	SMARCA2 act	ADAM10 inh
CCCn1cc(CN2CCCC(C(=O)c3ccc4c(c3)OCO4)C2)c(C)n1 (stereo not drawn)	0.8	-0.4	-1.9	2.3	-8.2	1.2	-0.1	-0.9	1.2	-0.4	-15.5
O=C(CS(=O)(=O)c1ccccc1)NCc1ccccc1	0.2	-0.3	-0.1	3.1	-2.0	6.6	0.2	2.1	0.7	-1.2	2.7
CC(=O)Nc1cc2nc(C)n(Cc3ccc([N+](=O)[O-])cc3)c2nc1C	-2.0	-0.9	-2.1	1.0	-0.9	0.1	-0.2	0.5	-1.7	-0.5	-2.8
Cc1cc(C)c(S(=O)(=O)N2CCOC23CCN(S(C)(=O)=O)CC3)c(C)c1	1.7	-1.0	-1.1	-0.8	2.6	2.6	0.9	0.1	0.0	14.4*	-0.8
COC(=O)CCC(=O)OC1(C)C(=O)C=C2C=C(C3CC3)N(CCCCO)C=C2C1=O (stereo not drawn)	0.0	-1.0	-0.5	1.3	-5.2	0.2	0.1	2.6	-1.4	-1.5	0.1
COc1ccc(C(=O)CN2CCN(c3ncccn3)CC2)cc1	-0.4	-1.1	-1.4	-0.8	-3.0	6.2	-0.1	1.9	-1.5	1.6	-1.9
C=CC[C@@H](CC(=O)N(CCO)Cc1ccccc1)C(=O)N[C@H](COC(=O)[C@@H](CC=C)Cc1ccc(F)cc1)Cc1ccccc1	0.2	-1.3	-3.2	-1.8	13.9*	-4.2	-0.3	-6.7	0.0	-0.7	32.6*
Cc1ccc(S(=O)(=O)N2CCN(C(=O)CC(C)n3nc(C)c(Cl)c3C)CC2)cc1 (stereo not drawn)	-0.4	-1.3	-1.8	-0.9	1.4	-1.4	0.4	-2.6	-1.7	-2.3	-1.9
CCn1c(SCC(=O)NC2CCCC2)nnc1C(C)NC(=O)c1ccccc1Br (stereo not drawn)	1.5	-0.9	-0.4	-0.4	0.1	7.4	-0.1	-0.5	-0.6	-1.1	-1.6
COc1ccc(OC)c(-c2csc(NC(=O)C3=COCCO3)n2)c1	-1.1	-0.6	0.8	3.6	3.1	-6.3	-0.9	2.6	-0.5	-1.0	0.2
Cc1cccc(C(=O)NCC(=O)OCC(=O)c2ccc(Cl)s2)c1	0.2	-1.0	-0.4	1.2	0.1	0.9	1.9	0.3	2.6	-1.1	-3.8
Cc1ccc(NC(=O)C(=O)NCC2CCCN2S(=O)(=O)c2cccs2)cc1C (stereo not drawn)	-4.0	-1.2	-2.3	-2.5	-2.3	5.3	-4.0	-0.8	0.6	0.4	-5.9
CC1CCc2cc(F)ccc2N1C(=O)c1ccncc1 (stereo not drawn)	-1.9	-0.9	-2.7	0.6	0.5	-1.6	0.1	4.0	1.5	1.3	6.2
COc1cc(NC(=O)COC(=O)CSc2ccccc2F)c(C)cc1[N+](=O)[O-]	0.4	-1.2	-0.1	4.0	-5.7	-1.2	-1.2	-0.2	-0.8	-3.4	8.4
CCCc1nnc(NC(=O)CC(C)c2ccccc2)s1 (stereo not drawn)	2.4	-2.1	-0.1	1.5	1.1	3.8	-0.3	-1.3	-2.8	-1.1	2.9
Cc1ccc(N=N/C(=C\O)C(=O)c2ccc(Cl)cc2)cc1	-2.0	-1.1	-0.8	1.8	-0.4	0.8	0.0	3.7	1.1	3.1	-0.5
CC(C)c1cc(C(=O)OCC(=O)NC(=O)NCc2ccco2)c(O)c(C(C)C)c1	2.0	-1.5	-0.6	2.7	3.8	-0.5	-0.5	-0.4	-2.4	4.2	0.2
Cc1ccc(S(=O)(=O)NCC(=O)OCC(=O)NC2CCCCC2)cc1	-0.4	-1.3	-1.8	-0.3	-2.0	-3.5	0.8	1.5	-2.0	0.5	-13.7
O=C(c1ccc([N+](=O)[O-])o1)N1CCN(c2nc3ccc(F)cc3s2)CC1	0.7	-0.9	2.4	3.6	-1.0	-4.6	-3.9	-2.8	-2.1	-2.3	-7.2
COc1ccc(CNC(=O)CCC(=O)c2ccc(C)cc2)cc1OC	0.6	-1.1	-0.1	1.4	-0.6	-0.3	1.5	0.3	0.2	-0.5	7.8
COc1ccccc1C1/C(=C(/O)c2ccccc2)C(=O)C(=O)N1CC(C)C (stereo not drawn)	-0.4	-0.8	-1.9	0.8	-1.6	1.0	-0.1	1.5	0.2	-1.8	6.0
CCC(=O)N1C(C(=O)N2CCCC2)CSC1c1ccc(OC)cc1 (stereo not drawn)	4.3*	-1.1	-1.0	0.8	-1.9	3.8	-0.4	2.1	-2.7	-1.1	-7.5
CCOc1ccc(NC(=O)CN(C)C(=O)c2cn(-c3ccc(F)cc3)nc2-c2cccc(OC)c2)cc1OCC	-0.9	-1.0	-2.3	-1.1	-0.2	0.3	-2.7	-3.1	0.2	-1.3	-2.2
COc1cccc(/C=C2\SC(=S)NC2=O)c1OS(=O)(=O)c1ccc(NC(C)=O)cc1	0.6	-0.3	3.0	7.7	0.1	2.4	0.5	0.4	-0.3	5.7	2.6
CCn1c(CNC(=O)c2cccs2)nnc1SCC(=O)NCCc1ccccc1	0.1	-1.8	-0.9	0.9	-4.7	-0.7	0.5	1.0	-0.1	1.3	4.8
CCOC(=O)c1sc(-c2ccc(Br)cc2)cc1N	2.4	0.6	4.0	10.7*	-18.2	5.8	2.8	15.9*	0.8	2.5	-60.8
Cn1c(=O)c2c(nc(NCCNC(=O)c3ccco3)n2Cc2ccc(F)cc2)n(C)c1=O	-1.3	-0.6	-1.5	0.3	-0.9	-4.4	-0.4	1.1	2.1	-2.5	2.7
O=C(O)CN1C(=O)SC(Nc2ccc(C(=O)O)cc2)C1=O (stereo not drawn)	0.2	-0.3	-0.5	0.5	1.7	-3.0	0.4	0.0	-0.6	1.5	4.7
O=C1c2ccccc2C(=O)c2cc(S(=O)(=O)Nc3ccccc3)ccc21	-0.3	-1.4	-2.3	-1.7	7.2	-8.0	-0.3	0.2	-3.5	-4.3	10.0
Cc1ccc(NS(=O)(=O)c2ccc(NC(=O)c3cccs3)cc2)c(C)c1	-0.9	-1.4	-4.9	-0.9	6.8	0.1	-1.4	2.4	2.0	-3.5	10.9
COc1ccc(Cl)cc1NC(=S)N1CCN(S(C)(=O)=O)CC1	3.4	-1.4	-1.0	-2.0	-6.8	2.6	0.2	-1.9	-0.2	-3.9	-8.4
Cc1ccc(N(C(=O)c2csnn2)C(C(=O)NC(C)(C)C)c2ccccn2)cc1 (stereo not drawn)	-1.1	-1.1	-0.9	-1.0	-5.8	-12.3	-0.6	0.3	-1.7	-1.7	-12.9
COc1ccccc1/C=N/n1c(C)nnc1-n1nc(C)cc1C	-0.4	-1.1	0.3	0.0	-0.6	-1.4	0.5	2.5	-0.9	-0.1	0.3
COc1ccccc1C(=O)C1CCCN(C(=O)CSc2ccccn2)C1 (stereo not drawn)	-0.4	-1.8	-1.3	-0.4	-7.7	-2.6	-0.1	1.5	0.7	-1.1	-6.7
O=C(O)c1ccccc1OCCOCCOc1ccccc1C(=O)O	0.7	-1.6	-1.2	1.7	0.9	2.5	-0.4	-0.3	-2.5	3.6	3.3
Cc1ccc(C2=NN=C(NC(=O)CSc3nncn3C)SC2)cc1	-1.1	-1.4	0.4	3.8	-7.0	2.6	-3.0	-2.6	-0.5	-0.1	-11.5
CC1CC(C)CN(C(=O)/C=C/c2ccc([N+](=O)[O-])s2)C1 (stereo not drawn)	-1.1	-1.3	-2.3	-3.0	1.1	-6.5	-2.4	5.5	0.0	3.8	9.2
O=C(COC(=O)c1ccc(NS(=O)(=O)c2cccs2)cc1O)Nc1ccc(F)cc1	-0.7	-1.9	1.8	3.3	8.4	0.2	-0.2	-0.2	0.1	-5.8	9.6
COc1cccc(OCc2nc(-c3cccc([N+](=O)[O-])c3)no2)c1	x	-0.8	-1.6	3.4	-1.4	1.3	-0.6	2.0	-0.8	-1.8	-3.5
CCC(=O)N1CCN(C(C)=O)C1c1ccccc1 (stereo not drawn)	0.2	-1.4	-0.8	1.3	-3.0	-0.2	0.0	-1.7	-1.3	-0.8	-0.7
COc1ccc(C2(c3ccc(OC)cc3)NC(=O)N(CC(=O)Nc3ccccc3)C2=O)cc1	-0.7	-1.5	-3.0	0.6	6.1	-0.2	-0.3	-0.7	1.7	-2.1	9.9
COc1ccccc1-c1cnc(C(O)c2cccc(CN3CCCCC3)c2)[nH]1 (stereo not drawn)	x	-1.0	-1.1	-2.5	-1.9	-0.1	0.1	1.1	-0.2	3.5	2.7
O=C(CSc1oc(-c2ccco2)nc1S(=O)(=O)c1ccc(Cl)cc1)NCC1CCCO1 (stereo not drawn)	0.6	-1.5	1.1	-2.2	-6.3	-5.2	-0.2	-4.1	-2.3	-0.9	-8.6
CCc1nnc(NC(=O)C2CCCCN2S(=O)(=O)c2ccccc2)s1 (stereo not drawn)	-0.2	-1.7	-0.9	-0.8	-4.3	0.6	-0.5	-0.7	0.5	-2.5	-1.4
COc1cccc(NC(=O)CSc2nnc3ccc(-c4ccccn4)nn23)c1	-0.3	-1.1	1.0	-0.4	-3.2	4.7	-0.6	-2.0	0.3	-1.4	-1.9
COc1ccc(NC(=O)C(c2cc3ccccc3o2)n2c(=O)c(-c3cc4ccccc4[nH]3)nc3ccccc32)cc1 (stereo not drawn)	x	1.3*	5.8*	3.2	-66.2	5.8	0.4	x	-2.0	3.3	-225.5
COCCN(CC(=O)Nc1cccc(C)c1C)C(=O)c1cc2c(s1)CCC2	0.0	-1.5	-2.7	1.2	0.0	-1.1	0.7	0.5	0.1	0.6	-7.6
CCOC(=O)c1c(C)n(C)c2ccc(OCC(O)CN3CCN(C)CC3)cc12 (stereo not drawn)	0.6	-1.3	2.0	-0.1	0.0	0.3	0.6	1.1	-0.8	0.6	-9.9
COCCOC(=O)C1=C(N)OC2=C(C(=O)CC(C)(C)C2)C1c1cccnc1 (stereo not drawn)	0.3	-0.7	-0.1	-0.1	-2.2	-1.0	0.0	0.2	2.5	-3.2	-5.5
O=c1c2ccccc2nc2c3ccccc3c(NCc3ccco3)nn12	-0.5	-0.5	2.5	1.2	-67.1	11.0	-0.2	0.9	-0.2	12.6*	-372.4
CCC(C)N(C(=O)c1csnn1)C(C(=O)NCc1ccc(F)cc1)c1ccco1 (stereo not drawn)	1.1	-1.3	-1.0	2.1	0.8	-0.3	-0.5	-0.5	1.6	-1.0	2.4
CC1(C)CCC(C)(C)c2cc(NC(=O)c3ccc(C(=O)O)cc3)ccc21	x	-1.2	-3.7	-3.1	-0.8	-3.5	3.1	x	x	0.9	6.0
COc1cccc(C(C(=O)NC2CCCC2)N(C(=O)c2ccco2)c2ccccc2F)c1OC (stereo not drawn)	-0.9	-1.2	-1.3	1.1	2.6	-15.2	0.1	-1.5	-0.6	-3.6	2.6

Screening data deposited in PubChem BioAssay by several laboratories.
